# Screens deposited in PubChem BioAssay by several laboratories.
# Measles CPE = compounds protecting cells from measles virus cytopathic effect, primary screen, measles RdRp inhibitor project, single point, MLSMR library, absorbance | Measles virus-infected cells, CPE protection | protection (pct of control), % at 4 µM | hit rate 1.5% among 140,000; in the data active = protection mostly above about 24%, no sharp cut-off; inactive = mostly below about 26%; also: some compounds called inactive have numbers as strong as hits
# Phagocyt inh = inhibitors of macrophage phagocytosis, primary screen, imaging, J774A.1 cells, IgG beads | J774A.1 macrophage IgG-bead phagocytosis | AID 1029, 2008 | hit rate 0.07% among 110,000 | inhibition, % at 5 µM;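 active = inhibition above the mean of the plate negative controls plus 5 SD, cut at about 13% in these data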;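 also: phagocytic index as fraction of beads internalized from green versus red external bead signal; plate controls were DMSO negative control for no effect and cytochalasin-D positive control for full effect; some results beyond the cut were filed as inactive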
# E-sel TNF inh = E-selectin induction blockers in HUVEC – imaging, immunofluorescence, high content, primary screen; inhibition, % at 2 µM; AID 1246, 2008; HUVEC TNFa-induced E-selectin immunofluorescence; hit rate 0.71% among 120,000;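 active = inhibition above the batch mean plus 3 SD, and confirmed as a hit on visual image review, cut at about 43% in these data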;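 also: 0% = TNF-stimulated DMSO wells and 100% = unstimulated control wells; not every result past the cut was called active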
# Yeast life ext = compounds extending yeast replicative lifespan, primary screen, S. cerevisiae, OD615; S. cerevisiae growth with nicotinamide; deaD strain in restrictive glucose medium; inhibition of the nicotinamide effect, % at 10 µM; hit rate 0.68% among 130,000; AID 775, 2007;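 active = inhibition above a set limit, placed 3 SD over the median of all compounds, cut at about 26% in these data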;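 also: 0% = nicotinamide-treated wells and 100% = cells grown without nicotinamide; some compounds called inactive have numbers as strong as hits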
#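 Assay system: engineered S. cerevisiae DeaD replicative-lifespan strain, galactose-grown log-phase cells; Buffer or medium: CSMM-D glucose medium, restrictive; Probe or stimulus: nicotinamide 1.5 mM; Compound: single dose 10 µM compound, 0.25% DMSO; Schedule: 4 h preincubation then 48 h treatment at 30 °C; Technique: OD615 measurement.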
# NPY Y2 blocker = NPY-Y2 receptor antagonists, primary screen, cell-based; Neuropeptide Y receptor type 2 (Homo sapiens), P49146; NPY-Y2 expressing cells, antagonist mode; inhibition, % at 2.7 µM; hit rate 0.99% among 140,000; AID 793, 2007; in the data active = inhibition above about 17%;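 also: 0% = vehicle with agonist challenge and 100% = reference antagonist with challenge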
# Target sequence (P49146 whole entry, looked up): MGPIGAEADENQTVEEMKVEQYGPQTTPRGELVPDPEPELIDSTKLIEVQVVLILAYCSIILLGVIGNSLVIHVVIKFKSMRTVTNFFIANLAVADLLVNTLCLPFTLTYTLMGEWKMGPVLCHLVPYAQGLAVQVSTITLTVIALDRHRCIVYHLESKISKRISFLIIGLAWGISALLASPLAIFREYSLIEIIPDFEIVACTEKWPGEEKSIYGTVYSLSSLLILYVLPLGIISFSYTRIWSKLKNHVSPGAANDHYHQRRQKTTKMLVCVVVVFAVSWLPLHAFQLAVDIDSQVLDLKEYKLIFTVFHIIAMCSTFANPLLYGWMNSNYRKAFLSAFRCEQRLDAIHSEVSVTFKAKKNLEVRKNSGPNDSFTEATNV
# bCat KO growth = primary screen for growth suppressors in beta-catenin knockout HCT116 cells (colon tumor, human). HCT116 beta-catenin knockout viability, CellTiter-Glo, 60 h; active compounds read low. hit rate 1.5% among 140,000. viability, % at 10 µM;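 active = viability at or under a set limit, the compound median less 4 SD, cut at about 6% in these data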;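 also: 0% = Hyamine 1622 control at 20 µM and 100% = untreated cell control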
# MRP1 act = H69AR viability gain despite doxorubicin, primary screen, MRP-1 activator project, H69AR cells, CellTiter-Glo | hit rate 0.61% among 140,000 | AID 799, 2007 | viability increase, % at 10 µM | viability rescue;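 active = viability gain under doxorubicin at or above a set limit, the compound median plus 3 SD, cut at about 4.7% in these data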;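 also: MRP-1 overexpressing cells given doxorubicin 25 µM after compound pretreatment; 18-22 h compound pretreatment then 72 h with doxorubicin before readout; 0% = doxorubicin-only wells and 100% = vehicle-treated cells without doxorubicin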
# GALR2 blocker = GALR2 antagonists in receptor-expressing cells, primary screen; AID 828, 2007; inhibition, % at 4 µM; Galanin receptor type 2 (Homo sapiens), O43603; antagonist mode; hit rate 0.39% among 140,000; in the data active = inhibition above about 27%;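 also: cells stimulated with galanin 1-16 at roughly its EC80; 0% = agonist challenge control and 100% = basal control without agonist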
# Target sequence (O43603 whole entry, looked up): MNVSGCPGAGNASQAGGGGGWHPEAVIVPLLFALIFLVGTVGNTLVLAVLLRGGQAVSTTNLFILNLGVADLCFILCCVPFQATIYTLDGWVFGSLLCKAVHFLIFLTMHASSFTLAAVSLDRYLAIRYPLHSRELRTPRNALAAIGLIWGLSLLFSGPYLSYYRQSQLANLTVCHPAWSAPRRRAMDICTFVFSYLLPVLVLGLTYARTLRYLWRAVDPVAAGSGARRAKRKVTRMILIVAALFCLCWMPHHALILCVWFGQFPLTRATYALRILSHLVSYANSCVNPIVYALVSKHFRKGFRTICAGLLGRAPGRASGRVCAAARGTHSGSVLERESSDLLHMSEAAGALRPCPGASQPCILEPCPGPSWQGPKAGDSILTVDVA
# BB579 growth dn = growth inhibitors of yeast BB579 in restrictive medium, primary screen, yeast lifespan-shortening project, S. cerevisiae; OD615, 48 h; inhibition, % at 10 µM; hit rate 0.51% among 140,000; AID 804, 2007;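 active = inhibition above a set limit, 3 SD over the mean compound inhibition, cut at about 44% in these data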; also: inactives centre near -24
#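 Assay system – yeast BB579 (DeaD) · Dosing – single compound dose of 10 µM, 0.25% DMSO final · Detection – OD615 turbidity measurement · Buffer or medium – CSMM-D restrictive synthetic medium containing dextrose (glucose) · Benchmarks – positive control amphotericin B 10 µg/mL · Incubation – 48 h exposure, 30 °C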
# HCT116 PTEN-null = growth suppression of PTEN-null HCT116, primary screen, cell-based, CellTiter-Glo | AID 827, 2007 | hit rate 1.2% among 140,000 | HCT116 PTEN-null viability, 60 h; active compounds read low | viability, % at 10 µM;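 active = viability at or below a set limit, 4 SD under the median of all tested compounds, cut at about 3.7% in these data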;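 also: PTEN knockout HCT116 line with beta catenin targeted HCT116 as companion control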
# * marks the source's active call; other numbers are inactive results; / = not tested or not shown.
SMILES,Measles CPE,Phagocyt inh,E-sel TNF inh,Yeast life ext,NPY Y2 blocker,bCat KO growth,MRP1 act,GALR2 blocker,BB579 growth dn,HCT116 PTEN-null
Cc1ccc(S(=O)(=O)Nc2nc3n(n2)C(c2ccc(Cl)cc2)CC(=O)N3)cc1 (stereo not given),16,-1,14,-4,3,98,-1.1,10,-19,97
Cc1ccc(NC(=S)Nc2ccc(OC(F)F)c(Cl)c2)cc1Cl,7,-4,/,-4,-2,87,-3.7,4,-36,79
O=C(Nc1ccc(S(=O)(=O)Nc2ncccn2)cc1)c1ccco1,6,0,15,-5,2,98,0.4,-3,-26,110
CCOC(=O)Cn1c(=N)n(CCOc2ccc(OC)cc2)c2ccccc21,10,0,7,-1,5,94,-2.1,-11,-37,106
CC1(c2ccccc2)CC(c2ccccc2)=Nc2nonc2N1 (stereo not given),6,0,/,-17,1,76,-4.3,-13,-38,65
O=C1C(Cl)=C(NCC2CCCO2)C(=O)N1c1cccc(Cl)c1Cl (stereo not given),7,1,1,-19,2,81,-1.4,7,-30,91
Cc1ccc(NC(=O)c2ccc(CSc3nccc(C)n3)cc2)cc1,11,-3,-6,-5,4,81,3.0,-2,-28,80
Cc1cc(C)n2cc(CSCC(=O)O)nc2n1,7,-7,/,-3,5,96,1.0,6,20,104
Cc1cc(C)c(NS(=O)(=O)c2ccc(NC(=O)c3cccs3)cc2)c(C)c1,5,-5,/,9,0,96,-1.9,-1,-20,91
CCSc1nc2nn(-c3ccccc3)c(=O)c-2c2n1CCCCC2,15,/,-1,-8,-1,87,-0.8,-1,-26,84
COc1ccc(/C=C(\C#N)C(=O)NCCc2ccccc2)cc1OCc1ccccc1,6,/,/,2,5,79,-3.2,1,-9,87
CCc1ccccc1NC(=O)Cc1ccc(-n2cccc2)cc1,3,/,27,0,5,105,-2.0,-6,-13,96
O=C(CN1C2CCC1CC(NC(=O)C1CC1)C2)NCc1ccccc1 (stereo not given),5,2,-31,-5,-1,92,-0.3,-3,-30,97
O=C(NC1CCCC1)C(c1ccc(Cl)cc1)N1CCc2ccccc21 (stereo not given),8,0,/,-8,4,87,-1.4,-25,-46,91
Cc1cccc(NC(=O)c2ccc(Cn3cc(C(F)(F)F)ccc3=O)cc2)c1,15,/,-5,-9,1,80,-2.9,-2,-21,76
O=S(=O)(Cc1cc(Sc2ccc(Cl)cc2)nc(-c2ccccc2)n1)c1ccccc1,12,0,-1,-4,2,81,-1.4,-9,3,83
COc1ccc(OC)c(NC(=O)c2cnc3n(c2=O)CCS3)c1,22,0,/,-7,-1,94,-1.2,-5,-45,96
COc1ccc(N(C(=O)CCl)C(C)(C(=O)Nc2c(C)cccc2C)c2ccccn2)cc1 (stereo not given),7,-10,/,5,1,81,-3.0,16,-13,83
Cc1ccsc1C1NC(=O)c2c(sc3c2CCN(C)C3)N1 (stereo not given),0,-1,13,-1,4,86,-0.4,-6,-29,91
COc1cc(C2C(C(=O)Nc3ccccc3OC)=C(C)Nc3ncnn32)ccc1O (stereo not given),8,0,-4,-4,1,95,-0.4,-1,-36,98
Cc1ccc(-c2nc3ccccc3[nH]2)cc1NC(=S)NC(=O)c1ccccc1Br,4,/,/,-14,1,66,-2.0,12,-57,60
CCOC(=O)C1CCCN(C(=O)c2cn(CC)c(=O)c3cc(OC)c(OC)cc23)C1 (stereo not given),27,-3,/,-5,2,92,-3.8,-2,-10,96
CCOC(=O)Cc1csc(NC(=O)Cc2ccc([N+](=O)[O-])cc2)n1,6,-7,/,-2,3,92,1.7,-4,-14,101
c1ccc(OCc2nc3ccccc3[nH]2)cc1,4,0,5,-6,5,83,-0.7,25,-55,94
Clc1ccc(C(c2nnnn2C2CCCC2)N2CCSCC2)cc1 (stereo not given),4,-1,/,-9,15,72,-3.7,8,-10,67

# A draw from above in order of heavy-atom count, ascending.
SMILES,Measles CPE,Phagocyt inh,E-sel TNF inh,Yeast life ext,NPY Y2 blocker,bCat KO growth,MRP1 act,GALR2 blocker,BB579 growth dn,HCT116 PTEN-null
Cc1ccsc1C1NC(=O)c2c(sc3c2CCN(C)C3)N1 (stereo not given),0,-1,13,-1,4,86,-0.4,-6,-29,91
Cc1ccc(NC(=S)Nc2ccc(OC(F)F)c(Cl)c2)cc1Cl,7,-4,/,-4,-2,87,-3.7,4,-36,79
Clc1ccc(C(c2nnnn2C2CCCC2)N2CCSCC2)cc1 (stereo not given),4,-1,/,-9,15,72,-3.7,8,-10,67
COc1ccc(/C=C(\C#N)C(=O)NCCc2ccccc2)cc1OCc1ccccc1,6,/,/,2,5,79,-3.2,1,-9,87

# (listing goes on)
SMILES,Measles CPE,Phagocyt inh,E-sel TNF inh,Yeast life ext,NPY Y2 blocker,bCat KO growth,MRP1 act,GALR2 blocker,BB579 growth dn,HCT116 PTEN-null
COc1ccc(NC(=O)c2c(F)cccc2F)cc1S(=O)(=O)Nc1ccc(Br)cc1,8,-1,/,0,1,81,6.3*,7,4,87
Cc1cccc(N2CCN(C(=O)Cc3ccc(-n4c(=O)[nH]c5ccsc5c4=O)cc3)CC2C)c1 (stereo not given),26,-5,51,2,-1,84,-1.1,6,-7,84
Cc1cc(C)c(C)c(S(=O)(=O)N2CCC(C(=O)Nc3ccccc3N3CCOCC3)CC2)c1C,10,-6,/,3,1,65,-4.6,9,-52,62
O=C(Nc1ncc(Cc2cccc(Cl)c2)s1)C1=NCCN1,14,-7,-18,-11,5,44,-5.6,-1,5,45
C=CCn1c(SCC(=O)NCc2ccccc2)nnc1-c1cc(Br)ccc1O,9,/,-8,-9,4,99,-1.4,0,-19,89
CCCS(=O)(=O)C(=C(Nc1ccccc1)Nc1ccccc1)S(=O)(=O)CCC,15,0,1,0,3,94,-1.1,17,-16,90
COc1ccc(OC)c(NC(=O)CSc2nnc(CNC(=O)c3ccco3)o2)c1,18,0,6,4,-3,102,0.4,-1,-26,109
CCOc1ccc(C(=O)NC(=S)Nc2ccccc2N2CCOCC2)cc1Br,23,-3,/,8,2,75,0.4,5,-27,66
COc1ccc(CNC(=O)CN(C(=O)c2cc3sccc3n2C)C2CCCC2)cc1,8,-1,-7,-3,2,88,-3.2,23,-9,79
CCOC(=O)Cn1c(S(=O)(=O)Cc2ccccc2Cl)nc(-c2ccccc2)c1-c1ccccc1,0,0,30,-9,24*,66,-1.3,4,-36,59
CCNS(=O)(=O)c1ccc(CCC(=O)Nc2cc(Cl)ccc2Oc2ccccc2)cc1,3,/,-46,-14,1,54,-0.8,-18,-32,57
O=C(CSc1nnc(NC(=O)c2ccco2)s1)NC1CCCCC1,4,0,11,-7,0,99,-2.6,0,-5,110
CC(C)(C)C(=O)[C@@H]1[C@@H]2C(=O)N(C3CCCCC3)C(=O)[C@@H]2[C@H]2c3ccccc3C=CN12,/,2,-12,/,0,/,/,6,/,/
CCOC(=O)Cc1csc(SCC(=O)c2c(N)n(CC(C)C)c(=O)n(C)c2=O)n1,5,-1,18,-14,4,36,-1.5,5,2,50
CCCc1cc(C(=O)N2CCN(c3ccccc3C)CC2)cs1,8,0,-14,-10,5,87,1.4,-1,-11,83
Clc1ncnc2scc(C3COc4ccccc4O3)c12 (stereo not given),12,/,-5,/,2,100,-6.7,15,-33,89
O=C(CN1C(=O)c2ccccc2S1(=O)=O)N1CCc2ccccc2C1,6,-1,-23,-9,0,102,-0.6,4,-39,103
Cc1cc(C)c(-c2cc(C(F)(F)F)no2)c(=O)[nH]1,27,/,-13,-7,1,104,1.4,9,-38,98
O=C(NC(=S)Nc1cccc(NC(=O)c2ccc(Cl)cc2Cl)c1)c1cccs1,8,-5,11,-2,2,71,1.3,2,-16,64
CCCC1CCC(=NNC(=O)CNc2ccc(OC)cc2)CC1 (stereo not given),3,-2,/,2,2,103,-1.3,3,-12,99
CCOc1ccc(-c2nc(C#N)c(N3CCN(CC)CC3)o2)cc1,3,0,1,-22,5,69,-0.9,-4,-20,71
COc1ccc(Nc2nc(Nc3ccc(OC)cc3)nc(-n3[nH]c(=O)c(C)c3C)n2)cc1,33,1,-31,-11,0,29,-1.3,-2,-17,37
COc1ccc(F)cc1S(=O)(=O)N1CCC(C(N)=O)CC1,2,1,-22,1,1,92,-0.8,5,-18,100
Cc1ccc2nc(NC(=O)c3ccc4c(c3)OCO4)sc2c1,7,/,-30,-16,0,88,-0.9,2,-65,73
COc1ccc(NC(=O)CC(c2ccc(F)cc2)c2ccc(OC)cc2)cc1 (stereo not given),8,/,4,5,1,90,-1.6,-20,-33,89

# Molecules listed so far with a CF3 group:
SMILES,Measles CPE,Phagocyt inh,E-sel TNF inh,Yeast life ext,NPY Y2 blocker,bCat KO growth,MRP1 act,GALR2 blocker,BB579 growth dn,HCT116 PTEN-null
Cc1cccc(NC(=O)c2ccc(Cn3cc(C(F)(F)F)ccc3=O)cc2)c1,15,/,-5,-9,1,80,-2.9,-2,-21,76
Cc1cc(C)c(-c2cc(C(F)(F)F)no2)c(=O)[nH]1,27,/,-13,-7,1,104,1.4,9,-38,98

# Next section.
SMILES,Measles CPE,Phagocyt inh,E-sel TNF inh,Yeast life ext,NPY Y2 blocker,bCat KO growth,MRP1 act,GALR2 blocker,BB579 growth dn,HCT116 PTEN-null
CCN=C1SC(CC(=O)NC2CCCCC2)C(=O)N1CC (stereo not given),26,-4,-9,-6,-1,96,-3.2,3,3,100
COc1ccc(NC(=O)CCCn2c(=O)oc3ccccc32)cc1Cl,17,-14,/,1,2,106,1.1,16,-24,101
COCCNS(=O)(=O)c1cc(C)c(C)cc1C,8,-5,-11,5,3,98,-2.0,5,-53,105
CCCNS(=O)(=O)c1ccc(OCC(=O)NCCC2=CCCCC2)cc1,7,-2,/,-6,2,88,0.2,-5,-10,77
Cc1ccc(OCC(=O)N2CCN(C3=NS(=O)(=O)c4ccccc43)CC2)cc1,3,-3,-24,-11,2,86,0.4,-12,7,86
CCN(CCCNC(=O)C1CCN(S(=O)(=O)c2cnc[nH]2)CC1)c1cccc(C)c1,9,-2,/,3,2,102,-2.5,11,-14,94

# This is a random part of the collection. Share with any hit: about 6.2%.
